Screening results (PubChem)
ALOX12 inh: blocks human arachidonate 12S-lipoxygenase. Potency, µM (highest dose often 108 µM), for the others: at the highest dose activity change, negative = inhibition, most hits filed as inhibitors. AID 1671190. P18054. purified 12hLO, xylenol orange hydroperoxide absorbance. actives 1.1% (n = 580,000); active = well fitted inhibition curve with a large enough effect; inconclusive = small, poorly fitted or top-dose-only effect, or another doubt; inactive = no such curve, though single readings can be large or run the other way; note: potency is the fitted concentration of half-maximal effect
Target sequence (P18054 whole entry, looked up): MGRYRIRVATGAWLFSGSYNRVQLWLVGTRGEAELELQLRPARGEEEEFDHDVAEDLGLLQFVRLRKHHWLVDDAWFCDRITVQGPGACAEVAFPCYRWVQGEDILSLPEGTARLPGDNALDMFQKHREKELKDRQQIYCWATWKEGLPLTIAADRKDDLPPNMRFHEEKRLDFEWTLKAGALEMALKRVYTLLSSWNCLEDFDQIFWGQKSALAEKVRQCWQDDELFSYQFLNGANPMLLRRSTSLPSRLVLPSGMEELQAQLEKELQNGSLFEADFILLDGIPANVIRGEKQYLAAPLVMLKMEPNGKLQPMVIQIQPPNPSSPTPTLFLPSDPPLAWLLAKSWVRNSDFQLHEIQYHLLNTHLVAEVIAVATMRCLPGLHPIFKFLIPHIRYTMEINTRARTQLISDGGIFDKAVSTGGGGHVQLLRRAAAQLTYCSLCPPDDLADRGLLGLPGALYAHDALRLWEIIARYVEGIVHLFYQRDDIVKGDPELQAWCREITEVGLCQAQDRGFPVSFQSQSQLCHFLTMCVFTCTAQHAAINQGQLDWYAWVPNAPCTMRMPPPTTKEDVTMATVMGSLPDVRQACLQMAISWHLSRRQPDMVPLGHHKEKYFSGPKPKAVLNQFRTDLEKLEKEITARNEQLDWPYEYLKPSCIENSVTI
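Purified human 12hLO at 150 nM in 25 mM Hepes, 0.01% Triton X-100, pH 7.0, preincubated 15 min at room temperature with compound. Reaction started with 40 uM arachidonic acid, 30 min at room temperature. Hydroperoxide measured by Fe-xylenol orange, 573/405 nm absorbance ratio.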
LDHA inh: LDHA (human) enzyme inhibition; P00338; purified LDHA, NADH/diaphorase-resazurin fluorescence; stronger effect = lower value; activity change, % (values are at about 110 or 230 µM); actives 0.15% (n = 480,000); in the data active = activity change below about -30%; inconclusive = mostly about -25% to -30%;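 note: plate controls were DMSO wells for no effect and wells without enzyme for full effect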
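Human LDH5 (2 nM) was incubated with 0.06 mM NADH and 0.2 mM pyruvate for 5 min at room temperature in Tris pH 7.4. Remaining NADH was coupled through diaphorase/resazurin, and resorufin fluorescence was read at 0 and 20 min.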
* marks the source's active call; other numbers are inactive results; ? = inconclusive; [ ] = another dose, or the depositor's remark. Unless noted, % is set by controls: 0 for no effect and ±100 for the full control effect.

no. | SMILES | LDHA inh | ALOX12 inh
1 | CC(OC(=O)c1cccc(O)c1)C(=O)NC(=O)NC1CCCC1 (stereo unspecified) | 10.5 | -27.4%
2 | Cc1ccc(-n2ncc3c(=O)n(-c4ccc5c(c4)OCCO5)c(-c4ccco4)nc32)cc1C | -22.5 | 2.6%
3 | FC(F)(F)c1ccc(Cl)c(N/N=C/C=C/c2ccccc2)c1 | 2.8 | ?
4 | O=C(c1ccc2ncsc2c1)N(Cc1ccccc1)C1CC1 | 0.7 | 2.6%
5 | O=C(CSc1nccn2nc(-c3cccc4ccccc34)cc12)NCCc1ccccc1 | 2.5 | -16.8%
6 | O=C1NC[C@H](CCCCN2C[C@H](Cc3ccc(O)cc3)N(CC3CCCCC3)C(=O)C2=O)N(CCc2ccc(O)cc2)C1=O | 3.2 | ?
7 | N#Cc1ccc(C(C(=O)NC2CCCCC2)n2c(=O)c(-c3ccco3)nc3ccccc32)cc1 (stereo unspecified) | -3.7 | -29.3%
8 | Cc1cccc(SCc2nc3c(c(=O)[nH]c(=O)n3C)n2C)c1 | 1.2 | ?
9 | O=C(Cn1nc(-c2ccc(Cl)cc2)c2ccccc2c1=O)Nc1ccccc1 | 2.3 | 11.6%
10 | COc1ccc(-c2nc(CSCC(=O)N3CCOCC3)c(C)o2)cc1OC | 2.5 | 10.6%
11 | O=C(/C=C/c1ccccc1)c1ccccc1-n1cccn1 | 3.7 | ?
12 | COc1ccc(OC)c(CNC(=O)c2scnc2C)c1 | -11.4 | 37.3%[activator]
13 | O=C(CCn1ccc2cc(S(=O)(=O)N3CCCCC3)ccc21)NCC1CCCO1 (stereo unspecified) | -0.2 | ?
14 | CC(OC(=O)C12CC3CC(CC(C3)C1)C2)C(=O)Nc1ccc(Oc2ccccc2)cc1 (stereo unspecified) | -1.2 | -43.1%
15 | CC(C)NC(=O)CC(c1ccc(F)cc1)N1Cc2ccccc2C1=O (stereo unspecified) | 3.3 | 30.1%[activator]
16 | COC(=O)c1c(C)[nH]c(C(=O)OC(C)C(=O)NC2CC2)c1C (stereo unspecified) | 7.8 | 25.9%
17 | COc1ccc(Cn2cc(CN3CC(N4CCN(C)CC4)CS3(=O)=O)nn2)cc1 (stereo unspecified) | -2.2 | ?
18 | CC1(C(=O)Nc2ccc3c(c2)OCCO3)CN(S(C)(=O)=O)CC(=O)N1Cc1cccc(C(F)(F)F)c1 (stereo unspecified) | -5.1 | 0.6%
19 | CC(NC(=O)c1cc(-c2ccccn2)nc2ccccc12)c1ccncc1 (stereo unspecified) | -4.6 | -2.1%
20 | CCCCNC(C(=O)c1c[nH]c2ccccc12)c1ccccc1 (stereo unspecified) | 5.3 | -39.3%
21 | COC(=O)[C@@]12C[C@@H](CC(=O)NCc3cccc4ccccc34)C(=O)N(CCc3ccc(OC)c(OC)c3)C1=CCC(C)(C)C2 | -1.9 | -5.3%
22 | CC1(C)CS(=O)(=O)N(c2ccc(C(=O)Nc3ccc4c(c3)OCCO4)cc2)C1=O | 13.8 | 110.1%[activator]
23 | CCc1c(C)sc(NC(=O)C2CCCC2)c1C#N | 5.3 | ?
24 | Cc1ccc(SCc2ccccc2C#N)cc1 | -11.1 | -46.8%
25 | Cc1ccc(Nc2cc(C)nc3c(C)c(C)cc([N+](=O)[O-])c23)cc1 | 6.7 | 15.2%
26 | O=C(Nc1nnc(CCc2ccccc2)s1)c1cc(=O)[nH]c2ccccc12 | 0.4 | -13.2%
27 | COc1cc(/C=C(/CC(=O)O)c2nc3ccccc3s2)cc(OC)c1 | 12.0 | ?
28 | CN(Cc1ccc(Cl)c(Cl)c1)C(=O)Cn1nnn(-c2cccs2)c1=O | 1.3 | -21.8%
29 | Cc1cccc(-c2nc(CSc3nc(C)c(CCO)c(=O)[nH]3)c(C)o2)c1 | 1.3 | 27.9%
30 | CN(Cc1ccccc1F)c1ccc(S(N)(=O)=O)cn1 | 0.3 | ?
31 | O=Cc1cn[nH]c1-c1cccnc1 | -5.8 | 43.3%[activator]
32 | CSc1ncc2c(=O)n(CC(=O)Nc3ccccc3F)cnc2n1 | -0.5 | 12.8%
33 | CCOc1ccc(-c2cc(C(=O)NCCCOC)c3ccccc3n2)cc1 | -2.7 | -7.7%
34 | COC(=O)COc1ccc(C2C3=C(CC(C)(C)CC3=O)OC3=C2C(=O)CC(C)(C)C3)cc1 | 4.1 | -12.2%
35 | Cc1cccc(C)c1NC(=O)CNC(=O)c1cc2cc(Cl)ccc2nc1C | -16.6 | -4.8%
36 | Cc1ccnc(NC(=O)C2CCN(C(=O)C3CC3)CC2)c1 | 7.0 | 17.9%
37 | S=C(Nc1ccccc1Cl)N(Cc1ccccc1)c1ccccc1 | -10.2 | ?
38 | FC(F)(F)c1cnc(Sc2nnc3sc4ccccc4n23)c(Cl)c1 | -15.5 | 22.8%
39 | Cc1ccc2c(c1)Oc1ccc(S(=O)(=O)N(C)c3ccccc3Cl)cc1C(=O)N2 | 2.5 | -8.6%
40 | NC(=O)/C(=C/c1ccc(O)cc1)NC(=O)c1ccco1 | -0.1 | ?
41 | Cc1ccc(S(=O)(=O)N(Cc2ccco2)Cc2ccco2)cc1 | -6.7 | -27.5%
42 | CCCCc1c(C)nc2ccc(C)cc2c1SCC(=O)O | -0.1 | -0.4%
43 | CC(C)[C@@H]1Cc2[nH]c(=S)[nH]c(=O)c2[C@H](C)O1 | 1.6 | ?
44 | Cc1cc(C(=O)NCc2ccco2)c2cccc(-c3ccccc3)c2n1 | 0.7 | ?
45 | N#CCOc1ccc(C(=O)/C=C/c2cccc(Br)c2)cc1 | 11.6 | -51.3%
46 | N#Cc1ccc(CN2CCCN(CC(=O)N3CCN(C4CCS(=O)(=O)C4)CC3)CC2)cc1 (stereo unspecified) | 3.7 | 41.8%[activator]
47 | N#Cc1cccnc1NCCc1cccc2cccnc12 | 5.1 | -4.3%
48 | C[n+]1cccc(C(=O)N=S(C)C)c1 | 7.8 | ?
49 | CC(C)N1C(=O)c2ccccc2NC(=O)C1C(=O)NC1CC1 (stereo unspecified) | -2.0 | -12.7%
50 | CCNc1c(NC(=O)Nc2ccc(Br)cc2)c(=O)oc2ccccc12 | -0.1 | ?
51 | COCCn1c(SCC(=O)c2ccc(Cl)cc2)nnc1-c1ccncc1 | -4.5 | ?
52 | COc1ccc2c(C)c(CC(=O)Nc3nnc(C4CC4)s3)c(=O)oc2c1OC | -5.4 | -5.5%
53 | Cn1nc(C(=O)N2CCOCC2)cc1C(=O)Nc1cc(F)ccc1F | 1.2 | -28.9%
54 | CCC(c1nnnn1-c1ccc2c(c1)OCCO2)N1CCN(c2ccc(C(F)(F)F)cn2)CC1 (stereo unspecified) | -2.4 | 0.9%
55 | CC(CCc1ccco1)NC(=O)c1ccccc1F (stereo unspecified) | -7.2 | -0.9%
56 | O=C(Nc1nccs1)NC1CC(=O)N(c2cccc(F)c2)C1 (stereo unspecified) | -0.8 | 0.4%
57 | C[C@H](NC(=O)NCCc1ccccc1F)C(=O)O | 4.1 | 50.6%[activator]
58 | COC(=O)/C=C/c1ccc(OS(=O)(=O)c2ccc3c(c2)OCCCO3)c(OC)c1 | 9.6 | 6.5%
59 | O=C(NCc1ccc(C(F)(F)F)cc1)C1CCN(C(=O)/C=C/c2ccccc2)CC1 | 9.8 | -42.0%
60 | COC1=CC(=O)OC(c2cccc(C#N)c2)C1 (stereo unspecified) | -8.1 | -2.8%

Record cards, from the list above. Screens in order: LDHA inh	ALOX12 inh
`COCCn1c(SCC(=O)c2ccc(Cl)cc2)nnc1-c1ccncc1` is entered as -4.5	?
`C[C@H](NC(=O)NCCc1ccccc1F)C(=O)O` is entered as 4.1	50.6%[activator]
`COC1=CC(=O)OC(c2cccc(C#N)c2)C1` (stereo unspecified) is entered as -8.1	-2.8%
`C[n+]1cccc(C(=O)N=S(C)C)c1` is entered as 7.8	?

Remaining list, next part:
no. | SMILES | LDHA inh | ALOX12 inh
61 | O=C(Nc1ccnn1Cc1ccccc1)c1cc(=O)c2ccc(Br)cc2o1 | 7.9 | -24.8%
62 | CCN1CCCC1CNC(=O)c1n[nH]c(=O)c2ccccc12 (stereo unspecified) | -20.6 | 55.8%[activator]
63 | CCCCCCCCN1C(=O)[C@H](CC(=O)N2CCSCC2)C[C@@]2(C(=O)OCC)CCCC=C12 | 7.2 | -20.4%
64 | O=C(C[C@H]1CC[C@@H]2[C@H](COC[C@@H](O)CN2C(=O)C2CC2)O1)NCc1ccccc1Cl | 0.6 | -28.7%
65 | O=C(CCCCl)Nc1ncc(Cc2cccc(Cl)c2)s1 | 10.6 | -35.9%
66 | COc1ccc(C(=O)CSc2nnc(Nc3ccccc3OC)s2)c(OC)c1 | 5.7 | ?
67 | O=C(Cn1ncc2ccccc2c1=O)Nc1ccc(F)c(F)c1F | -1.3 | -27.2%
68 | c1ccc(COc2cccc(CNC3CC3)c2)cc1 | -12.4 | -15.1%
69 | COc1ccc(NC(=O)Nc2nnc(N3CCCC3)s2)cc1OC | 9.0 | 11.5%
70 | C/C=C/C=C/C(=O)Nc1ccccc1SC | -8.4 | -14.3%
71 | Cc1c(-c2ccccc2)c(=O)oc2cc(OC(=O)c3ccco3)ccc12 | 10.3 | 17.4%
72 | C/C(=N/Nc1ccc(S(N)(=O)=O)cc1[N+](=O)[O-])c1ccc(-n2ccnc2)cc1 | 3.2 | -24.8%
73 | O=C(O)CC(NC(=O)Cc1cccc(F)c1)c1ccccc1 (stereo unspecified) | -17.1 | 12.7%
74 | CN(C)CCN1CCN(C2CN(Cc3cn(Cc4cccc(Cl)c4)nn3)S(=O)(=O)C2)CC1 (stereo unspecified) | 8.1 | 7.94µM*
75 | Cc1cc(=O)oc2cc(OCc3ccc(C(=O)OCC(=O)NC(=O)NC(C)(C)C)cc3)ccc12 | -6.7 | 0.3%
76 | Cc1ccc(C(=O)NC(C(=O)Nc2ccccc2C)C(C)C)cc1 (stereo unspecified) | -1.2 | ?
77 | Cc1ccccc1OCC(O)Cn1c(NCCc2ccccc2)nc2c1c(=O)[nH]c(=O)n2C (stereo unspecified) | 1.1 | -24.6%
78 | Cc1ccc(SC2=C[C@@]3(O)CC[C@@H](O)[C@@](Sc4ccc(C)cc4)(C2=O)[C@H]3O)cc1 | 0.9 | ?
79 | CNC(=O)CCS(=O)(=O)Cc1coc(-c2cccc(F)c2)n1 | 1.0 | 15.7%
80 | CCCCCn1nc(C(=O)OC(C)C(=O)Nc2ccc(NC(C)=O)cc2)c2ccccc2c1=O (stereo unspecified) | 3.2 | ?
81 | Cc1cccc(C(C)C)c1NC(=O)CSc1ccccc1Cl | 11.3 | -43.1%
82 | CCC(C)(CNC(=O)NCc1nc(C)cs1)N1CCOCC1 (stereo unspecified) | 0.4 | -4.1%
83 | COC(=O)c1c(C)[nH]c(C(=O)C(C)OC(=O)c2ccc(F)cc2F)c1C (stereo unspecified) | 2.3 | 7.9%
84 | Cc1nc2ccc(Cl)cc2cc1C(=O)N1CCN(C(C)C)CC1 | 8.3 | -0.1%
85 | CCCN(Cc1cc2cc(C)ccc2[nH]c1=O)C(=O)c1ccc(C(C)(C)C)cc1 | 2.7 | ?
86 | CC(CO)NC(=O)CSc1nc(-c2ccccc2)c(-c2ccccc2)o1 (stereo unspecified) | 10.4 | ?
87 | Cc1ccc(NC(=O)CN(C)C(=O)CN2CCCC(C(F)(F)F)C2)cc1 (stereo unspecified) | 0.7 | 38.1%
88 | COc1cccc(/C(O)=C2\C(=O)C(=O)N(CCc3ccccc3)C2c2ccc(O)cc2)c1 (stereo unspecified) | -16.0 | ?
89 | O=C(O)CC(C(=O)O)c1c[nH]c2ccccc12 (stereo unspecified) | -11.2 | ?
90 | O=C(COC(=O)C(Cc1ccccc1)N1C(=O)C2C3C=CC(C4CC34)C2C1=O)c1ccc(Oc2c(Cl)cccc2[N+](=O)[O-])cc1 (stereo unspecified) | 0.4 | ?
91 | O=C(COc1ccc2c(=O)c(-c3ccccc3Cl)coc2c1)Nc1ccccc1Cl | 4.1 | 0.5%
92 | CCCCCCSc1ccc(-c2nc3cnccn3c2NC2CCCCC2)cc1 | 3.3 | ?
93 | COC(=O)[C@]12CCCCC=C1N(Cc1ccc3c(c1)OCO3)C(=O)[C@H](CC(=O)NCCC(C)C)C2 | -0.2 | ?
94 | CC(=O)NC12CC3CC(CC(CO[N+](=O)[O-])(C3)C1)C2 | 5.9 | -5.4%
95 | COc1cccc2cc(C(=O)NC3CCC(C)CC3)c(=O)oc12 (stereo unspecified) | -2.3 | 2.3%
96 | Cn1c(SCC(=O)NCc2ccc3c(c2)OCO3)nnc1-c1ccco1 | 5.4 | -3.4%
97 | Clc1cccc(CNCCN2CCCC2)c1 | 1.6 | 1.8%

In the list so far, 3 have bromine:
no. | SMILES | LDHA inh | ALOX12 inh
45 | N#CCOc1ccc(C(=O)/C=C/c2cccc(Br)c2)cc1 | 11.6 | -51.3%
50 | CCNc1c(NC(=O)Nc2ccc(Br)cc2)c(=O)oc2ccccc12 | -0.1 | ?
61 | O=C(Nc1ccnn1Cc1ccccc1)c1cc(=O)c2ccc(Br)cc2o1 | 7.9 | -24.8%

Only part of the results is shown, so the mix of outcomes need not match the whole.
